# rTrxR1 inhibitor – rat TrxR1 inhibition; O89049; recombinant rTrxR1, NADPH fluorescence consumption, selenite substrate; Potency, µM (highest dose often 114 µM), for the others: top-dose activity change, negative = inhibition, usual class: inhibitors; 390,000 compounds, 1% hits; AID 588453; also: potency is read from the fitted curve at half-maximal effect; % is scaled to controls: 0 for no effect and ±100 for the full control effect; nearly all actives have a fitted effect of over 65% in size
#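 Rat TrxR1 (90 nM in the dispensed reagent) was pre-reduced with 400 uM NADPH for 5 min at room temperature, then incubated with compound for 15 min. After 400 uM selenite was added, NADPH fluorescence (Ex 340/Em 450 nm) was followed for 8 min.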
# TRHR agonist – TRH receptor (human) agonism | P34981 | TRHR cells, calcium flux fluo-8, FDSS agonist mode | activation, % at 2 µM | 360,000 compounds, 0.18% hits | AID 493084; in the data active = activation above about 30%; also: 0% is about no effect
#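 TRHR-expressing cells, plated overnight in medium with 10% serum, were loaded with fluo-8 calcium dye at room temperature. After a 10 s baseline, library compound was pin-added and calcium release was recorded kinetically (ex 480/em 530) as agonist response.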
# TRHR enhancer – TRH receptor (human) allosteric enhancement | P34981 | TRHR cells, fluo-8 calcium fluorescence, EC20 TRH enhancement | enhancement, % at 2 µM | 360,000 compounds, 0.66% hits; in the data active = enhancement above about 30%; also: 0% is about no effect
#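 Enhancer read-out: after compound pinning and an initial kinetic agonist-mode read, an EC20 of TRH (10 nM final) was injected and fluo-8 calcium signal (Ex 480/Em 530) followed at 1 s/cycle for 100 cycles in TRHR-expressing cells.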
# D2 antagonist – D2 dopamine receptor (human) antagonism | P14416 | HEK293 TREx D2 cells, calcium flux, dopamine EC80 | inhibition, % at 10 µM | 340,000 compounds, 2% hits | AID 485344; in the data active = inhibition above about 30%; also: 0% is about no effect
# Target sequence (P14416 whole entry, looked up): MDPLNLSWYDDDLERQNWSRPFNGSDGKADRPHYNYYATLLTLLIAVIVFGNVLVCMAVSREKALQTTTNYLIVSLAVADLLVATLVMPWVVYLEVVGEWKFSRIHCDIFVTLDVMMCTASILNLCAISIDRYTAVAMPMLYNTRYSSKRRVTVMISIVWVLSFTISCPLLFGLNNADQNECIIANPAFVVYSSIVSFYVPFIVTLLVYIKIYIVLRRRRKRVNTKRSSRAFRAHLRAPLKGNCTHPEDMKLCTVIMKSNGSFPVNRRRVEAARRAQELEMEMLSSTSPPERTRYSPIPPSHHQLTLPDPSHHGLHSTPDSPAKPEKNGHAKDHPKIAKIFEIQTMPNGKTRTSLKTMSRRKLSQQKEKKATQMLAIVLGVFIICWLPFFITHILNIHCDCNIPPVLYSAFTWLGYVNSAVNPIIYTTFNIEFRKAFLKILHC
#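 Cells plated overnight at 30 C with tetracycline; no-wash calcium dye, 30–90 min RT; 10 s baseline; compound pinned; 180 s read; EC80 dopamine added; another 180 s read.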
# Pin1 inh – blocks the human prolyl isomerase Pin1; Potency, µM (top dose mostly 115 µM), for the others: at the top dose activity, negative = inhibition, actives largely listed as inhibitors; Pin1 FP peptide displacement, HiFluor488, 10 min; 390,000 compounds, 0.009% hits; Q13526; active = well fitted inhibition curve with a large enough effect in the polarisation, with a control signal flat, not every such curve was filed as active; inconclusive = small, poorly fitted or top-dose-only effect, or effect the other way, or a change in a side signal; inactive = no such curve, though single readings can be large or run the other way; the % refers to the polarisation; also: potency is read from the fitted curve at half-maximal effect; % is scaled to controls: 0 for no effect and ±100 for the full control effect
# Target sequence (Q13526 whole entry, looked up): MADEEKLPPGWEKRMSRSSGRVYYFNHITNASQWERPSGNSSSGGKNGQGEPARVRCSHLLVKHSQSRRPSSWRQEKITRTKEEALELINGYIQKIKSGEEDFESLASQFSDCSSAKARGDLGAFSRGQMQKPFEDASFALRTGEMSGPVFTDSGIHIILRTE
# TrxR1 substrate – substrates of rat thioredoxin reductase 1; 390,000 compounds, 0.01% hits; purified TrxR1 substrate turnover, NADPH consumption readout; Potency, µM (doses to about 114 µM), without a hit: at the highest dose activity change, negative = substrate turnover; also: potency is read from the fitted curve at half-maximal effect; % is scaled to controls: 0 for no effect and ±100 for the full control effect; nearly all actives have a fitted effect of over 50% in size
#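 Rat TrxR1, dispensed at 90 nM, was prereduced with 400 uM NADPH (final) for 5 min at ~22 deg C, then incubated with compound 15 min before 400 uM selenite. A first-read NADPH fluorescence drop versus no-compound background flagged substrates.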
# IDH1 R132H inh – inhibitors of human mutant IDH1 R132H. IDH1-R132H enzyme, NADPH consumption, diaphorase/resazurin fluorescence. Potency, µM (series often up to 76.6 µM), without a hit: at the top dose activity change, negative = inhibition, most hits filed as inhibitors. AID 602179. 390,000 compounds, 0.093% hits. O75874; also: potency is read from the fitted curve at half-maximal effect; % is scaled to controls: 0 for no effect and ±100 for the full control effect; nearly all actives have a fitted effect of over 65% in size
# Target sequence (O75874 whole entry R132H, stated change not applied): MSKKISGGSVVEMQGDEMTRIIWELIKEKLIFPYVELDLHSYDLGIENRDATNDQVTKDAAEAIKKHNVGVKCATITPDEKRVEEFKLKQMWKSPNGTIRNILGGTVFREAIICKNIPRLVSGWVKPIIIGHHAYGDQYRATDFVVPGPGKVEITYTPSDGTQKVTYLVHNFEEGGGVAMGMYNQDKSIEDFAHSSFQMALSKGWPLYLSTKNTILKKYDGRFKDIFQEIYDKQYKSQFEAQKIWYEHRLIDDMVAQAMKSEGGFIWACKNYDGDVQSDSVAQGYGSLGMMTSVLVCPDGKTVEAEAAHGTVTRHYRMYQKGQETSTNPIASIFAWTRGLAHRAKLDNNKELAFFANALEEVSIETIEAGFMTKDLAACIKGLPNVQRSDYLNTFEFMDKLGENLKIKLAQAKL
#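 IDH1-R132H (0.5 ug/mL) preincubated 30 min with compound, then NADPH (0.016 mM) and alpha-KG (2 mM) added; 80 min at RT, pH 7.5. Remaining NADPH coupled via diaphorase/resazurin to fluorescence (540/590 nm); concentration-response curves normalized to no-enzyme control.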
# USP1 inh – blocks the human USP1/UAF1 deubiquitinase complex; AID 743255; O94782; 390,000 compounds, 0.23% hits; recombinant USP1/UAF1, Ub-Rhodamine cleavage fluorescence; Potency, µM (top dose mostly 57.1 µM), without a hit: at the highest dose activity change, negative = inhibition, hits mostly inhibitors; also: potency is read from the fitted curve at half-maximal effect; % is scaled to controls: 0 for no effect and ±100 for the full control effect; nearly all actives have a fitted effect of over 60% in size; inactives centre near -12
#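 USP1/UAF1 complex (1 nM) preincubated 15 min at room temperature with compound, then Ub-Rho substrate (150 nM final) added. Kinetic fluorescence at 480/540 nm over 6 reads at 60 s intervals; 50 mM HEPES pH 7.8, 0.5 mM EDTA, 0.1 mg/ml BSA, 1 mM TCEP, 0.01% Tween-20.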
# D2 agonist – agonists of human D2 dopamine receptor. activation, % at 2 µM. 340,000 compounds, 0.53% hits. HEK293 T-REx D2 cells, calcium flux agonist mode. AID 485358;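 active = activation over 3 SD above normal in the single-dose calcium agonist read, cut at about 30% in these data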; also: 0% is about no effect
#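 Agonism is scored from calcium flux in a force-coupled, inducible HEK293 cell line expressing D2, read kinetically for 180 s after compound addition against dopamine controls.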
# * = called active by the depositor; ? = inconclusive; · = no result given; & = joins results of further samples; [ ] = another dose, or the depositor's remark. Unless noted, calls follow the shape of the dose curve; as a rule, active = well fitted inhibition curve with a large enough effect; inconclusive = small, poorly fitted or top-dose-only effect; inactive = no such curve, though single readings can be large or run the other way. These rows are one share of the data. The share of hits here may be higher or lower than overall.
SMILES,rTrxR1 inhibitor,TRHR agonist,TRHR enhancer,D2 antagonist,Pin1 inh,TrxR1 substrate,IDH1 R132H inh,USP1 inh,D2 agonist
O=C(COc1ccccc1)Nc1cc(Cl)ccc1Cl,2%,0.3,5,5,-2%,-5%,3%,5%,-1.2
CCC(=O)Nc1ccc(C(=O)Cn2nc(C(=O)O)c3ccccc3c2=O)cc1,·,-0.9,3,11,·,·,·,·,0.0
CN1CCN(C(=O)c2cc3nc(-c4ccc(F)cc4)cc(C(F)(F)F)n3n2)CC1,3%,-0.3,-9,1,-3%,7%,1%,-9%,-0.8
CCOC(=O)c1[nH]c(C)c(C(=O)NC(CC)Cc2ccccc2)c1C (stereo unspecified),5%,-0.4,5,·,-1%,1%,0%,-3%,3.6
COc1cc(/C=C2\SC(=S)N(CC(=O)Nc3ccc(O)cc3)C2=O)cc(OC)c1OC,19%,1.8,4,6,23%,3%,-13%,-17%,0.6
Cc1cccc(NC(=O)CN(CC2CCCO2)C(=O)c2ccc(S(C)(=O)=O)cc2)c1C (stereo unspecified),6%,0.1,7,1,-3%,2%,4%,-19%,0.0
CCNC(=O)/C(C#N)=C/c1c(N2CCCCCC2)nc2c(C)cccn2c1=O,1%[57.1 µM],-0.1,-10,6,2%,-6%,3%,-15%,0.3
CCOC(=O)c1c(C)[nH]c(C)c1S(=O)(=O)N1CCN(c2ccccc2OC)CC1,-3%,-0.3,8,·,-3%,-5%,-17%,-17%,0.4
CCC(C)[C@H]1COCCS(=O)(=O)N1Cc1ccccc1F (stereo partly specified),38%[activator][57.1 µM],-1.7,-2,-7,-6%,13%[57.1 µM],16%,19%,0.4
O=S(=O)(NCCC1=CCCCC1)c1ccc(OC(F)(F)F)cc1,1%,0.1,7,5,6%,-19%,7%,-17%,0.6
CCOc1ccc(-c2c(C)nn3c(C)c(C(=O)NCCc4ccc(Cl)cc4)cnc23)cc1OCC,15%[57.1 µM],0.3,-1,·,1%,-3%[57.1 µM],·,-15%,1.6
CC(=O)Nc1ccc(N2CC(C)(C)C2=O)cc1,20%,-0.1,-15,0,-4%,1%,0%,-8%,-0.3
CCN(C(=O)Cn1nnc2sc3c(c2c1=O)CCC(C(C)(C)C)C3)c1cccc(C)c1 (stereo unspecified),21%,-0.3,-6,·,-6%,-2%,·,-10%,-0.2
Cc1cccc(C(=O)Nc2cc3c(cc2N2CCCCC2)n(C)c(=O)n3C)c1,12%,-1.0,-9,·,-1%,3%,27%,-27%,-0.3
c1ccc(SCCCCN2CCOCC2)cc1,6%,0.6,0,1,-9%,-6%,7%,-11%,0.1
CCc1cccc(NC(=O)CCc2c(C)nn(-c3ccc(N4CCOCC4)nn3)c2C)c1,18%,0.6,-2,3,-7%,-2%,-7%,-9%,-1.7
Cc1ccc(S(=O)(=O)NCC(=O)OCC(=O)c2ccc(Br)s2)cc1,-23%,-0.3,-5,-4,3%,5%,-1%,-12%,-0.5
COc1ccc(NC(=O)CSc2nc3ccccc3c(=O)n2CCC(=O)N2CCCCC2)cc1,-11%,·,·,·,?,-6%,0%,-5%,·
CCOC(=O)c1c(C)c(C(=O)N2CCN(c3ccccc3)CC2)c(C)n1C,11%,0.0,-4,5,0%,4%,3%,-6%,1.1
Cn1c(=O)c2c(SCC(=O)N3CCOCC3)nc(-c3ccccc3F)nc2n(C)c1=O,3%,-0.1,-2,-8,-6%,-3%,-1%,-19%,-0.6
O=C(N/N=C/c1ccc(Br)s1)c1ccncc1,-32%,-1.5,10,5,1%,-23%,-7%,-12%,1.9
CCN1c2ccccc2-c2nc(SCC(=O)NCc3ccc(Cl)cc3)ncc2S1(=O)=O,20%[57.1 µM],0.4,-4,·,20%,12%[57.1 µM],-6%,?,-0.4
CC[C@@H](C)[C@H](NC(=O)OC(C)(C)C)c1nnc(S(=O)(=O)Cc2cc(C)ccc2C)o1,1.1µM*,5.0,-17,16,-2%,-3%,11%,-4%,-0.5
NC(=O)C1CCCN(CC(O)COCc2ccc(Cl)cc2)C1 (stereo unspecified),-2%,0.2,-4,20,6%,1%,15%,-19%,2.0
COc1ccc(NC(=O)CSc2nnc(-c3cccc(O)c3)o2)cc1,15%,0.1,-2,0,-1%,5%,31%[activator],-14%,0.8
Cc1ccc(-c2nnc3c4ccccc4c(C)nn23)cc1S(=O)(=O)N1CCN(C)CC1,10%[57.1 µM],·,·,·,-1%,1%[57.1 µM],1%,-9%,·
O=C(c1ccc(F)cc1)C1CCN(C(=S)Nc2ccccc2)CC1,-7%,-1.0,7,0,5%,4%,0%,-2%,0.9
Cc1ccc(NC(=O)Cn2nnc(C(=O)NCc3ccc4c(c3)OCO4)c2N)cc1,1%,1.0,6,-3,2%,-7%,0%,-7%,0.5
CN(C)/C=C(\C#N)C(=O)c1cccc(Oc2ccc(Br)cc2)c1,8%[57.1 µM],-0.1,-15,-1,-5%,10%[57.1 µM],7%,-17%,0.0
CCCN(CCC)CCCNC(=O)C1CCC(CNS(=O)(=O)c2ccc(NC(C)=O)cc2)CC1 (stereo unspecified),2%[57.1 µM],1.0,-2,·,-6%,-1%[57.1 µM],1%,-10%,-0.4

# 8 consecutive entries already listed:
SMILES,rTrxR1 inhibitor,TRHR agonist,TRHR enhancer,D2 antagonist,Pin1 inh,TrxR1 substrate,IDH1 R132H inh,USP1 inh,D2 agonist
CCN1c2ccccc2-c2nc(SCC(=O)NCc3ccc(Cl)cc3)ncc2S1(=O)=O,20%[57.1 µM],0.4,-4,·,20%,12%[57.1 µM],-6%,?,-0.4
CC[C@@H](C)[C@H](NC(=O)OC(C)(C)C)c1nnc(S(=O)(=O)Cc2cc(C)ccc2C)o1,1.1µM*,5.0,-17,16,-2%,-3%,11%,-4%,-0.5
NC(=O)C1CCCN(CC(O)COCc2ccc(Cl)cc2)C1 (stereo unspecified),-2%,0.2,-4,20,6%,1%,15%,-19%,2.0
COc1ccc(NC(=O)CSc2nnc(-c3cccc(O)c3)o2)cc1,15%,0.1,-2,0,-1%,5%,31%[activator],-14%,0.8
Cc1ccc(-c2nnc3c4ccccc4c(C)nn23)cc1S(=O)(=O)N1CCN(C)CC1,10%[57.1 µM],·,·,·,-1%,1%[57.1 µM],1%,-9%,·
O=C(c1ccc(F)cc1)C1CCN(C(=S)Nc2ccccc2)CC1,-7%,-1.0,7,0,5%,4%,0%,-2%,0.9
Cc1ccc(NC(=O)Cn2nnc(C(=O)NCc3ccc4c(c3)OCO4)c2N)cc1,1%,1.0,6,-3,2%,-7%,0%,-7%,0.5
CN(C)/C=C(\C#N)C(=O)c1cccc(Oc2ccc(Br)cc2)c1,8%[57.1 µM],-0.1,-15,-1,-5%,10%[57.1 µM],7%,-17%,0.0

# New compounds follow:
SMILES,rTrxR1 inhibitor,TRHR agonist,TRHR enhancer,D2 antagonist,Pin1 inh,TrxR1 substrate,IDH1 R132H inh,USP1 inh,D2 agonist
CCCN1CCC(=O)N([C@H](CO)CC(C)C)CC1,22%&32%,0.4,0,-11,-3%,8%&7%,10%,-22%,0.0
CCOC(=O)c1ccc[n+](CC(=O)c2ccccc2)c1,-13%,1.7,8,5,9%,-2%,0%,-5%,1.1
COC(=O)[C@@H](NC(=O)O[C@@H]1C(=O)c2cc(Br)ccc2O[C@H]1c1cccc(OC)c1)C(C)C,·,1.7,2,-14,·,·,·,·,1.2
COCc1cc(=O)n2[nH]c(-c3cccc(Br)c3)cc2n1,15%,-0.3,-2,-2,0%,19%[57.1 µM],0%,-16%,-0.2
COc1ccccc1NC(=S)Nc1cccc2cnccc12,?,1.0,3,-2,-8%,0%,-5%,-6%,0.0
C=CC(=O)Nc1cccc(Nc2nc(N[C@H]3CC[C@H](N(C)C)CC3)nc3c2ncn3C(C)C)c1,?,·,·,·,2%,-7%,3%[38.3 µM],-17%,·
CC(C)c1ccc(NC(=S)N(C)CCc2ccccn2)cc1,28%[57.1 µM],-0.8,-6,36*,-1%,15%[57.1 µM],1%,-5%,21
COc1cccc(-n2nnc3c(=O)n(CC(=O)OCc4ccccc4)cnc32)c1,27%,-0.5,6,-7,0%,10%,-2%,?,0.2
CC(C)CCNC(=O)c1cc(-c2ccncc2)nc2ccc(S(=O)(=O)N3CCOCC3)cc12,17%,-1.0,2,·,1%,1%,7%,-13%,·
CNC(=O)c1[nH]nc2c1CCc1ccccc1-2,22%[57.1 µM],0.2,14,11,3%,-14%[57.1 µM],-3%,-11%,0.7
COc1ccc(Nc2nnc(SCC(=O)N3CC(=O)Nc4ccccc43)s2)cc1,4%[57.1 µM],0.7,-1,-1,9%,-29%[57.1 µM],10%,-5%,0.4
COc1ccc2oc(C(=O)OCC(=O)NC(C)(C#N)C3CC3)c(C)c2c1 (stereo unspecified),12%,0.0,15,-4,0%,59%[activator],4%,-13%,0.2
CCC1C(=O)N=C(SCC(=O)Nc2ccc(C(=O)OC)cc2)NC1=O (stereo unspecified),6%,-0.6,-11,-6,?,-1%,-4%,-28%,-0.3
COc1ccc(CCNC(=O)c2nn(C)cc2Cl)cc1,24%,-0.6,-7,11,6%,-3%,0%,-4%,-0.8
COc1cc(C(C(=O)NC2CCCCC2)N(C(=O)Cc2c[nH]c3ccccc23)c2ccc(C)cc2)cc(OC)c1OC (stereo unspecified),23%,0.2,1,0,13%,8%,0%,-19%,0.3
COCc1nnc(NC(=O)C2CC(=O)N(C3CCCC3)C2)s1 (stereo unspecified),16%,-0.2,-2,12,-8%,7%,0%,-13%,-0.7
O=C(OCC(=O)N(CCc1ccccc1)Cc1ccccc1)c1cccc(S(=O)(=O)N2CCOCC2)c1,15%,·,·,·,6%,9%,0%,-15%,·
Cc1ccc(N/C=C2\CCCCC2=O)c(C)c1,-15%,-1.4,1,5,13%,-14%,-2%,-21%,0.1

# Assay outcomes from PubChem BioAssay.
